Source: PubChem (Sanford-Burnham Center for Chemical Genomics)
APJ antagonist – blocks the human apelin receptor APJ. 0.32% of 330,000 active. AID 2521. P35414. CHO-K1 APJ beta-arrestin complementation, luminescence. inhibition, % at 20 µM;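 active = inhibition above about 40% at 20 µM, limit read from the data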;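 note: cells challenged with 10 nM apelin-13 agonist together with compound; plate controls were apelin-13 plus DMSO wells for no effect and DMSO wells lacking apelin-13 for full effect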
Target sequence (P35414 whole entry, looked up): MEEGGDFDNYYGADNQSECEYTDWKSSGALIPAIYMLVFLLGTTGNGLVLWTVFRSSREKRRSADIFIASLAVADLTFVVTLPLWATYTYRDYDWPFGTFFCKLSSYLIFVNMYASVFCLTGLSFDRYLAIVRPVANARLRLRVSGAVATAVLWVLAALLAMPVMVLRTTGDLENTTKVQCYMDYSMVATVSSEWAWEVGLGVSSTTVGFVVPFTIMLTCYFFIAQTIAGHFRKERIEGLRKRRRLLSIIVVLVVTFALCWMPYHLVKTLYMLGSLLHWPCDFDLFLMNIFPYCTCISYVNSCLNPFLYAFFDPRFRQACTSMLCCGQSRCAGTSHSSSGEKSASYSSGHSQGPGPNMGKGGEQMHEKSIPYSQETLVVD
Mdm2-MdmX inh – disrupts the human Mdm2-MdmX interaction; 3% of 330,000 active; O15151+Q00987; SaOS-2 split-luciferase Mdm2/MdmX complementation, luminescence; inhibition, % at 8 µM; AID 485346;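 active = inhibition of at least 50% at 8 µM in the primary screen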
Jurkat NFkB inh – inhibitors of the PMA/ionomycin-induced NF-kB reporter in Jurkat cells. 0.53% of 330,000 active. inhibition, % at 4 µM. PMA/ionomycin-induced NF-kB luciferase reporter, luminescence; in the data active = inhibition above about 50%
tim23-1 inh – growth inhibitors of tim23-1 mutant yeast. S. cerevisiae tim23-1 growth, BacTiter-Glo luminescence, 24 h. 1.3% of 330,000 active. AID 463212. inhibition, % at 20 µM;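 active = growth inhibition of the mutant yeast at or above 50%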;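 note: temperature-sensitive mutant grown at 25 °C; plate controls were DMSO-treated mutant yeast for no effect and medium wells lacking yeast for full effect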
697 NFkB inh – lowers PMA/ionomycin-induced NF-kB signal in 697 B cells | AID 435022 | 0.33% of 330,000 active | 697 B-cell NF-kB luciferase reporter, 16 h | inhibition, % at 4 µM; in the data active = inhibition above about 35%
APJ agonist – activates the human apelin receptor APJ; CHO-K1 APJ PathHunter beta-arrestin, luminescence; 0% DMSO wells, 100% apelin; P35414; activation, % at 20 µM; AID 2520; 0.11% of 330,000 active;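 active = activation more than six SD over the plate average, tested at 20 µM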;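 note: 0% = DMSO alone and 100% = apelin-13 at 10 nM; some results filed as inactive read as strong as hits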
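Test system: CHO-K1 APJ beta-arrestin complementation cell line | Compound: Single test compound dose, 20 µM final, 1% DMSO | Incubation: Compound 90 min 25 °C, reagent 1 h | Measured by: beta-gal luminescence | Read-out basis: APJ–arrestin association signal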
UPR XBP1 act – adaptive UPR (XBP1) activation; CHO-XBP1 luciferase reporter, IRE1-XBP1 UPR activation, luminescence; percent of tunicamycin response, DMSO as zero; activation, % at 20 µM; 0.33% of 330,000 active; AID 463104;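 active = versus positive control, 20 µM dose yields 30% or more activation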;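 note: 100% = tunicamycin at 10 µg/mL and 0% = DMSO only wells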
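Material – CHO cell line with stable XBP1 luciferase reporter · Buffer or medium – F12 plus 10% FBS · Compound – single point, 20 µM final compound, 1% DMSO · Schedule – 16-18 h cell attachment at 37 °C, then 6 h compound exposure · Signal – Steady-Glo luminescence read · Benchmarks – high control tunicamycin 10 µg/mL final, low control DMSO vehicle only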
UPR CHOP act – activators of apoptotic arm of unfolded protein response (CHOP). 0.34% of 330,000 active. CHO-CHOP luciferase reporter, UPR activation, luminescence; percent of tunicamycin response over DMSO baseline. activation, % at 10 µM. AID 449763;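 active = at 10 µM dose, activation of 40% or more, normalized to positive control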;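 note: 100% = tunicamycin at 10 µg/mL and 0% = DMSO alone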
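Test system: CHO-CHOP cells, stable luciferase reporter of PERK-eIF2a-CHOP signalling | Quantity: 500 CHO-CHOP cells per well | Buffer or medium: F12 plus 10% serum | Compound dosing: 10 µM single point, 0.5% DMSO | Schedule: 6 h compound treatment, 37 °C | Signal: Luciferase luminescence | Control set: Tunicamycin high control, DMSO low control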
* marks the source's active call; other numbers are inactive results.

no.	SMILES	APJ antagonist	Mdm2-MdmX inh	Jurkat NFkB inh	tim23-1 inh
1	Cc1ccc(/C=C2/C(=O)N=C(N)N2C)s1	5	14	14	15
2	Cc1ccc2nc(CSc3nnc(Nc4ccccc4F)s3)cc(=O)n2c1	7	5	6	11
3	CCOC(=O)Cc1csc(NC(=O)CSc2ncnc3c2cnn3-c2ccc(OC)cc2)n1	-9	-11	-10	-2
4	CC1(C)CC(NS(=O)(=O)OCC(Cl)(Cl)Cl)c2cc(C#N)ccc2O1 (centres undefined)	-4	4	-6	16
5	COc1cccc(N2CCN(c3ccc4nnc(CCC(=O)Nc5ccccc5OC)n4n3)CC2)c1	5	15	3	12
6	CC(=O)c1cnc2sccn2c1=O	3	-6	20	0
7	Cc1ccc(COn2c(-c3ccc(Cl)cc3Cl)nc3ncccc32)cc1	7	14	4	28
8	Cc1ccc2nc(NC(=O)COC(=O)c3ccncc3)sc2c1	-26	-25	-66	41
9	COc1cc(OC)c(C2=NOC(C(=O)N3CCN(C(=O)c4ccco4)CC3)C2)cc1Cl (centres undefined)	6	-13	-3	12
10	O=C(NC1CCCCCCC1)c1cccnc1	22	7	-6	8
11	O=C(CCC(=O)Nc1ccccc1)NCCO	1	-1	-3	-6
12	CCOC(=O)c1c(NC(=O)CSc2nnnn2C)sc(C)c1-c1ccc(C)cc1	8	48	-14	7

no.	697 NFkB inh	APJ agonist	UPR XBP1 act	UPR CHOP act
1	4	0	1	-1.8
2	7	2	0	-0.9
3	-38	4	1	-3.0
4	-7	-2	0	-1.7
5	-19	2	-4	0.8
6	2	-1	-2	-1.6
7	-4	-5	-7	3.5
8	-50	-1	4	5.4
9	16	-1	0	1.6
10	0	-3	-3	2.8
11	14	-4	1	-4.3
12	-35	-3	6	1.1

Other structures
no.	SMILES	APJ antagonist	Mdm2-MdmX inh	Jurkat NFkB inh	tim23-1 inh
13	CC1(C)CC(=O)C(C=Nc2ccc(C(=O)c3ccccc3)cc2N=CC2=C(O)CC(C)(C)CC2=O)=C(O)C1	120*	23	6	20
14	CC(=O)c1ccc(NS(=O)(=O)c2cc3c(cc2C)N(C)CCO3)cc1	0	4	5	17
15	O=C1c2ccccc2C(=O)c2[nH]c(=O)[nH]c21	-16	69*	2	16
16	CCOC(=O)N1CCN(CC(=O)NC(=O)Nc2ccc3c(c2)OCCO3)CC1	10	-6	-16	20
17	Cc1cccc(-c2oc3ccc(-c4ccc5c(c4)OCO5)cc3c2/C=C/c2ccc(N)cc2)c1	20	5	14	13
18	O=C(/C=C/c1cccc([N+](=O)[O-])c1)Nc1ccccc1N1CCOCC1	6	-19	11	18
19	O=C(Cn1cc[n+](Cc2ccccc2)c1)c1ccc([N+](=O)[O-])cc1	-12	16	22	5
20	CCC(C(=O)OC(C)C(=O)Nc1ccc(Cl)cn1)c1ccccc1 (centres undefined)	11	16	-15	33
21	Cc1ccc(NS(=O)(=O)c2cccc([N+](=O)[O-])c2)nc1	-11	-8	-5	-6
22	CC(C)N(Cc1ccccc1)C(=O)CCc1ccccc1	12	15	-4	18
23	COc1ccc(CCC(=O)Nc2ccc(C)c([N+](=O)[O-])c2)cc1	-16	-30	9	14
24	CCOC(=O)C1=C(C)N=c2s/c(=C\c3ccncc3)c(=O)n2C1c1ccc2c(c1)OCO2 (centres undefined)	5	36	15	53*

no.	697 NFkB inh	APJ agonist	UPR XBP1 act	UPR CHOP act
13	19	-18	180*	20
14	13	10	-2	0.2
15	4	7	-5	3.0
16	-2	10	-2	2.0
17	18	2	1	1.4
18	5	5	0	-2.9
19	5	0	1	-2.2
20	25	-7	-5	-0.2
21	12	-1	-3	-0.5
22	24	-1	0	2.5
23	2	2	2	0.1
24	11	1	-6	0.2

Further entries
no.	SMILES	APJ antagonist	Mdm2-MdmX inh	Jurkat NFkB inh	tim23-1 inh
25	COc1cc(C(=O)Oc2ccc3c(c2)OCC3=O)cc(OC)c1OC	9	12	12	-49
26	Cc1cc(NC(=O)C2CCCCC2C(=O)O)ccc1NC(=O)c1ccccc1 (centres undefined)	12	2	0	1
27	O=C(CN1CCCC1)Nc1cc(C(F)(F)F)cc(C(F)(F)F)c1	4	4	-7	-10
28	Cc1nc(Cl)sc1C(=O)Nc1ccccc1	-2	1	-7	0
29	C=CC(=C)CC(NC)c1ccccc1 (centres undefined)	9	0	-9	13
30	Cc1onc(-c2ccccc2)c1C(=O)OCC(=O)Nc1ccccc1	10	11	16	14
31	CN(CC(=O)Nc1ccc(N2CCOCC2)cc1)C(=O)c1cc(F)c(F)cc1Cl	21	25	13	-3
32	CC(C)C(c1nnnn1C1CCCC1)N1CCc2ccccc21 (centres undefined)	27	-7	-3	39
33	COc1cc(CNCCCN2CCOCC2)ccc1OCC(=O)Nc1cccc(C(F)(F)F)c1	1	44	-8	-70
34	COC(=O)c1sccc1-n1cccc1C(=O)C(=O)N1CC(C)OC(C)C1 (centres undefined)	1	11	-15	-4
35	O=C(Nc1ccc(F)cc1F)N1CCC(c2nc3ccccc3o2)CC1	3	-8	16	10
36	O=[N+]([O-])c1cc(S(=O)(=O)N2CCCC2)ccc1O	14	2	5	8

no.	697 NFkB inh	APJ agonist	UPR XBP1 act	UPR CHOP act
25	10	-3	43*	46*
26	-10	9	4	0.4
27	7	5	4	0.4
28	-39	2	1	0.8
29	10	0	0	0.2
30	-10	8	-3	0.1
31	0	-2	0	1.3
32	-2	-1	-3	0.6
33	4	-5	0	-0.5
34	-5	-2	-2	-0.7
35	11	-1	-6	-0.1
36	3	3	-2	1.9

3 structures from above, arranged by formula weight, falling:
no.	SMILES	APJ antagonist	Mdm2-MdmX inh	Jurkat NFkB inh	tim23-1 inh
31	CN(CC(=O)Nc1ccc(N2CCOCC2)cc1)C(=O)c1cc(F)c(F)cc1Cl	21	25	13	-3
30	Cc1onc(-c2ccccc2)c1C(=O)OCC(=O)Nc1ccccc1	10	11	16	14
29	C=CC(=C)CC(NC)c1ccccc1 (centres undefined)	9	0	-9	13

no.	697 NFkB inh	APJ agonist	UPR XBP1 act	UPR CHOP act
31	0	-2	0	1.3
30	-10	8	-3	0.1
29	10	0	0	0.2

Continuation.
no.	SMILES	APJ antagonist	Mdm2-MdmX inh	Jurkat NFkB inh	tim23-1 inh
37	CC(=O)c1c(C)[nH]c(C(=O)OCC(=O)N(C)C)c1C	4	22	-6	12
38	CCCCn1c(=O)cc(C)n(-c2ccccc2)c1=O	-2	28	8	11
39	COC(=O)c1c(NC(=O)c2c(OC)cccc2OC)sc2c1C(C(=O)OC)CC2 (centres undefined)	2	28	13	48
40	COC(=O)c1cc(NC(=O)c2cccc(Cl)c2)c(=O)oc1/C=C/Nc1cc(C)cc(C)c1	20	10	-15	11
41	CCCc1cc(=O)oc2c(C)c(OCC(=O)NCc3ccccn3)ccc12	6	3	8	17
42	CN1CCN(CC(=O)Nc2c(C#N)cnn2-c2ccccc2)CC1	4	4	7	-12
43	Cc1c(N=C/C=C/c2ccccc2)c(=O)n(-c2ccccc2)n1C	16	16	7	-2
44	C=C(C)CN(CC)C(=O)CCc1nnc(CCCc2ccccc2)o1	-6	-50	-59	7
45	CCNc1nc(Oc2ccc(=O)n(-c3ccccc3)n2)nc(N(C)C)n1	-3	14	-5	19
46	COc1ccc(Cl)cc1NC(=O)CCN1C(=O)C2CC=CCC2C1=O (centres undefined)	5	19	0	-7
47	COc1ccc(/C=C2/SC(=O)N(CC(=O)Nc3cc(C)on3)C2=O)cc1OC	2	23	7	-12
48	Cc1nc(SCC(=O)Nc2ccccc2C(F)(F)F)c(C#N)c(C)c1CC(=O)c1ccc(Br)cc1	7	53*	2	-16

no.	697 NFkB inh	APJ agonist	UPR XBP1 act	UPR CHOP act
37	13	-2	0	-1.1
38	7	-2	0	-0.4
39	11	-4	14	-0.5
40	0	-3	-3	1.1
41	0	-2	-1	0.4
42	20	-4	-2	-2.0
43	10	-8	-3	0.5
44	-84	-4	6	9.6
45	1	1	4	-1.0
46	25	4	-7	1.7
47	-1	1	0	2.4
48	-9	0	33*	-1.2

Following part.
no.	SMILES	APJ antagonist	Mdm2-MdmX inh	Jurkat NFkB inh	tim23-1 inh
49	O=C(CSc1nnc2ccccn12)NC(=O)c1cccc([N+](=O)[O-])c1	7	0	18	-3
50	NS(=O)(=O)c1ccc(CCNS(=O)(=O)c2ccc(Cl)nc2)cc1	8	16	7	12
51	CCOC(=O)N1CCN(C(=O)/C(=C/c2cccs2)NC(=O)c2ccc(OC)c(OC)c2)CC1	-2	4	-13	11
52	Cc1c(C(=O)OC2CCCCC2)[nH]c2c1C(=O)CC(C)(C)C2	0	11	-33	21
53	CCOc1cc(CNn2nnnc2N)ccc1OCC(=O)NC(C)(C)C	-2	-17	1	-7
54	Fc1ccc(CSc2ccc3nnc(-c4cccs4)n3n2)cc1	-3	23	3	15
55	CCc1ccccc1NC(=O)N1C2CCCC1CC(NC(C)=O)C2 (centres undefined)	2	-7	10	-8
56	Cc1ccc(Cl)cc1N1CCN(S(C)(=O)=O)CC1	5	5	9	13
57	COc1ccc(NC(=O)C2CCCN(c3cnccn3)C2)c(OC)c1 (centres undefined)	0	17	4	12
58	CCCOc1ccc(C(CC(=O)O)NC(=O)CC(c2ccccc2)c2ccccc2)cc1 (centres undefined)	2	4	-3	28
59	O=C1CCC(c2ccccc2)(c2ccccc2)CC1	-5	9	-74	15
60	Cc1occc1C(=O)Nc1cc(=O)n(C)c(=O)n1C	-2	-6	0	-2

no.	697 NFkB inh	APJ agonist	UPR XBP1 act	UPR CHOP act
49	15	-3	3	-1.1
50	17	-2	-4	0.2
51	5	-2	-4	-1.2
52	-102	0	-2	1.1
53	9	-2	-1	-2.3
54	-7	-3	0	0.3
55	12	-9	10	-0.8
56	-7	-3	-5	-2.1
57	-14	1	-3	-0.2
58	16	-2	-4	11
59	-59	-4	-2	-1.0
60	18	-1	-2	-0.3
